Source: PubChem
Nrf2 inh – inhibitors of Nrf2 signaling | A549 ARE-Fluc reporter, luciferase luminescence, 18-24 h | Potency, µM (top dose mostly 46 µM), for inactives: top-dose activity change, negative = inhibition, actives largely listed as inhibitors | 2.1% of 360,000 active | AID 504444; also: % is scaled to controls: 0 for no effect and ±100 for the full control effect; nearly all actives have a fitted effect of over 60% in size
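Concentration-response testing used A549 ARE_Fluc cells at 5000 cells/well. Following an 18-24 h compound incubation, viability was read by fluorescence (Ex 405/Em 525) and luciferase output by luminescence.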
MCF10A rerep – induces DNA re-replication in MCF 10a normal breast cells; MCF 10A DNA re-replication, Hoechst nuclear intensity, 48 h; Potency, µM (top dose mostly 46.1 µM), inactives show at the highest dose activity, positive = re-replication, actives largely listed as activators; 2.9% of 350,000 active; AID 624296; also: % of control where 0% means no effect; nearly all actives have a fitted effect of over 50% in size
Nrf2 activator – activates Nrf2 signaling | 0.31% of 410,000 active | AREc32 ARE-luciferase reporter (MCF7-derived line), luminescence, 24 h | Potency, µM (top dose mostly 46.1 µM), inactives show at the highest dose activation, usual class: activators; also: % of control where 0% means no effect; nearly all actives have a fitted effect of over 65% in size
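ARE activation measured as luciferase luminescence (Steady-Glo, 30 min RT) in AREc32_Fluc cells after 24 hr compound exposure at 37 deg C, 5% CO2; cells seeded overnight at 1000/well in OPTI-MEM, 5% FBS.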
ATXN2 expr inh – inhibitors of ATXN2 expression; Potency, µM (titrated, usually from 57 µM), without a hit: at the highest dose activity change, negative = inhibition, hits mostly inhibitors; 0.72% of 360,000 active; AID 1745845; HEK-293 ATXN2-luciferase reporter, luminescence, 24 h; also: % is scaled to controls: 0 for no effect and ±100 for the full control effect; nearly all actives have a fitted effect of over 55% in size
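qHTS (up to 57 uM final) was run with 24 h compound exposure of reporter cells at 37 °C. Each well was multiplexed: SteadyGlo luminescence measured ATXN2-luciferase expression after a fluorogenic Gly-Phe-AFC viability readout (25 uM final).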
TGFb SMAD3 inh – inhibitors of TGF-b signaling | 1.2% of 410,000 active | HepG2 CAGA-GFP TGF-b/SMAD3 reporter, GFP fluorescence, 18 h; TGF-beta stimulated, 500 pg/mL final | Potency, µM (top dose mostly 46.1 µM), for inactives: at the top dose activity, negative = inhibition, actives largely listed as inhibitors; also: % is scaled to controls: 0 for no effect and ±100 for the full control effect; nearly all actives have a fitted effect of over 65% in size
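Using HEPG2 CAGA-GFP reporter cells at 1000 cells/well, we pinned test compounds, stimulated with recombinant TGF-beta (500 pg/mL final) and measured total well GFP after 18 h.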
ATXN viability – cell viability loss in ATXN counter-screen; S2 cells (HEK-293 line with an ATXN2-luciferase reporter) viability, CellTiter-Fluor protease fluorescence, 24 h; Potency, µM (highest dose often 56.7 µM), actives largely listed as cytotoxic; 0.49% of 400,000 active; AID 651635; also: nearly all actives have a fitted effect of over 40% in size
A549 viability – counter-screen for Nrf2 inhibitors: cytotoxicity in A549 cells; A549 ARE-Fluc cells, CellTiter-Fluor viability, 18-24 h; Potency, µM (doses to about 46 µM), inactives show top-dose activity change, negative = cytotoxicity, hits mostly inhibitors; 0.16% of 390,000 active; AID 504648; also: % is scaled to controls: 0 for no effect and ±100 for the full control effect
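A549 ARE-Fluc cells in 5% FBS OPTI-MEM, 5000 cells/well, rested 2 h then exposed to compounds in concentration-response for 18-24 h at 37 °C. Viability by CellTiter-Fluor fluorescence (Ex 405/Em 525) after 30 min; luciferase luminescence (BugLite, 15 min, RT) read afterwards.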
EPAC2 antagonist – EPAC2 (human) antagonism; 0.18% of 360,000 active; Q8WZA2; EPAC2 GEF exchange of Rap1B-BODIPY-GDP, fluorescence; AID 720708; Potency, µM (series often up to 114 µM), for inactives: at the highest dose activity, negative = inhibition, hits mostly inhibitors; also: % is scaled to controls: 0 for no effect and ±100 for the full control effect; nearly all actives have a fitted effect of over 45% in size; many of its hits are not listed in these tables
Target sequence (Q8WZA2 whole entry, looked up): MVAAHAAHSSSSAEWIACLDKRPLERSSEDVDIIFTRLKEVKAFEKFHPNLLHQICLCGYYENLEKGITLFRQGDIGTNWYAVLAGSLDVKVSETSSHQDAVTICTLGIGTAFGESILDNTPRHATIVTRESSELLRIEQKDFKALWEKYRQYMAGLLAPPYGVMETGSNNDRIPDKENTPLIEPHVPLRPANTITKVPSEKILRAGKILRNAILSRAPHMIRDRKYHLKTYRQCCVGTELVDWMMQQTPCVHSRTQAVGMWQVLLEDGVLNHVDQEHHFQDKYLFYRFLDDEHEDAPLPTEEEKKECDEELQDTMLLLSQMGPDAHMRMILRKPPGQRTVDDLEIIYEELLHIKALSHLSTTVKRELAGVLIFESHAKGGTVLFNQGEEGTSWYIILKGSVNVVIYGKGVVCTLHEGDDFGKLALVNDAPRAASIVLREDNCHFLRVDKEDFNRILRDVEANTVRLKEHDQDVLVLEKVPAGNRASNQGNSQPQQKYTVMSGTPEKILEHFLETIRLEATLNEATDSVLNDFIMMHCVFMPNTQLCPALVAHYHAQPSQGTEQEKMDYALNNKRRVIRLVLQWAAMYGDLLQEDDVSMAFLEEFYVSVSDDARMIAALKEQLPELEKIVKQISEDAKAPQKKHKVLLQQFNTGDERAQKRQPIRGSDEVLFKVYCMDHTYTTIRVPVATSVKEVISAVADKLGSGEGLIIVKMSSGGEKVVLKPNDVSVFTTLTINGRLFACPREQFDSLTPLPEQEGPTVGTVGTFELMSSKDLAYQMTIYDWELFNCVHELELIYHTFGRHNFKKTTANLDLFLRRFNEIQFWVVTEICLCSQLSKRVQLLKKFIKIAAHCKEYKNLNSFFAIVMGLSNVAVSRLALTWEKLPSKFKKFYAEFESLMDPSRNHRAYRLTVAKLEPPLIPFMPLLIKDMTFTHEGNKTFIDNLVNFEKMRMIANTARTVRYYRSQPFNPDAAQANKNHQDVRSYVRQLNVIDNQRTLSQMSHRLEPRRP
HepG2 viability – HepG2 cytotoxicity, counter-screen for TGF-b inhibitors | 0.76% of 410,000 active | Potency, µM (highest dose often 46.1 µM), for the others: top-dose activity change, negative = cytotoxicity, actives largely listed as cytotoxic | HepG2 CAGA-GFP viability, ATP luminescence, 18 h; also: some results filed as inactive show a strong effect at the top dose
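CellTiter-Glo luminescence gave cytotoxicity after 18 hours at 37 degrees C. The cells were HepG2 CAGA-GFP in 1% FBS DMEM, stimulated with 500 pg/mL TGF-beta after compound addition. %Activity was normalised to no-cell wells (complete cell-killing) and DMSO (no toxicity), and curves were fitted and classified.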
* = called active by the depositor; i = inactive; u = inconclusive; x = not tested or not shown; [ ] = remark or other dose. Calls follow the shape of the dose curve; as a rule, active = well fitted curve in the direction sought with a large enough effect; inconclusive = small, poorly fitted or top-dose-only effect, or another doubt; inactive = no such curve, though single readings can be large; an effect the other way counts as inactive or inconclusive. Potency is read from the fitted curve at half-maximal effect. An excerpt; count on the stated rates, not on these rows.

nr	Structure	HepG2 viability	TGFb SMAD3 inh	MCF10A rerep	ATXN2 expr inh	Nrf2 activator	ATXN viability	EPAC2 antagonist	A549 viability	Nrf2 inh
1	Cn1c(=O)cc(SCC(=O)N2CCCC2)c2ccc(Cl)cc21	-29%	1%	4%	4%	3.8%	i	0%	9%	u
2	O=C(O)C1CCN(S(=O)(=O)N2CCOCC2)CC1	-17%	25%	5%	-6%	-0.3%	i	5%	6%	0%
3	CCOc1ccc(NC(=O)N2CC3CCCN3c3ccccc32)cc1 (stereo not drawn)	-18%	-18%	x	x	4.7%	x	x	-8%	37%
4	O=C(NCCN1CCOCC1)C1CCN(c2nc3ccccc3o2)CC1	-6%	0%	1%	7%	-1.1%	i	-1%	18%	-2%
5	CCCCCC(=O)OCCc1c(C)nc2nc[nH]n2c1=O	5%	5%	-2%	-25%	0.2%	i	15%	-2%	-17%
6	COCCOC(=O)C1=C(C)NC(=O)NC1c1ccc(Cl)cc1 (stereo not drawn)	5%	-10%	-15%	-3%	-0.2%	i	18%	7%	-1%
7	COc1ccc2c(c1OC)OCC2C (stereo not drawn)	-13%	u	u	-6%	-0.7%	i	-3%	-8%	u
8	CC(C)CCNC(=O)C1CCC(=O)N1CCc1ccccc1 (stereo not drawn)	0%	4%	0%	4%	0.3%	i	6%	-2%	-22%
9	O=C(/C(=C(\O)c1ccccc1)c1ncc[nH]1)c1ccccc1	-7%	6%	6%	-12%[11.3 µM]	0.3%	i	14%	-10%	7%
10	COc1cccc(C(NC(C)=O)c2nc(-c3cccs3)cs2)c1 (stereo not drawn)	-2%	14%	x	11%	1.0%	i	u	x	x
11	CCN1CCN(C(=S)NCCc2ccccc2)CC1	15%	-19%	7%	29%	0.3%	i	-5%	x	u
12	COc1cccc(C(NC(C)=O)c2nc(-c3ccc4ccccc4c3)cs2)c1 (stereo not drawn)	-5%	u	x	-24%	3.9%	i	-11%	x	x
13	CCOC(=O)c1c(-c2ccccc2)csc1NC(=O)CSc1nc(C)cc(C)n1	-11%	u	u	-1%	2.4%	i	-15%	7%	-13%
14	O=C(Oc1ccc(-c2csnn2)cc1)C1CC1	-13%	-1%	1%	6%	1.7%	i	2%	0%	20%
15	CC(=O)c1cccc(NC2c3ccccc3C(=O)N2Cc2ccco2)c1 (stereo not drawn)	-1%	-14%	0%	-10%	4.2%	i	-7%	0%	-6%
16	COc1cc(OC)c(C=Cc2ccncn2)c(OC)c1	-8%	-2%	x	x	1.8%	i	0%	x	x
17	NS(=O)(=O)c1ccc(CNC(=S)NCc2ccc(Cl)cc2)cc1	-7%	u	7%	-12%	-0.3%	i	-3%	4%	-27%
18	O=C(CCCOc1ccccc1)Nc1cc(S(=O)(=O)N2CCOCC2)ccc1N1CCOCC1	-6%	8%	-1%	u	-1.1%	i	6%	3%	-17%
19	CC(C)c1cc(=O)n2[nH]c(SCc3ccc(Cl)cc3)nc2n1	-7%	-8%	u	6%	0.2%	i	-3%	-3%	7%
20	Cc1ccc(O)c(C(=O)c2cnc3c(c2)COc2ccc(C)cc2-3)c1	-3%	4%	u	-8%	-0.2%	i	8%	-3%	-3%
21	O=C(C[C@H]1C[C@H](C(=O)N2CCOCC2)[C@@]2(CCC3CCCC3)c3[nH]c4cc(-c5ccco5)ccc4c3CCN2C1=O)NCCCn1ccnc1	-85%	u	25%	u	1.3%	u	10%	u	u
22	COc1cccc(NC(=O)CNC(C)CCC(C)C)c1 (stereo not drawn)	-43%	14%	u	-2%	0.3%	i	-9%	0%	-2%
23	CCOC(=O)c1ccc(NS(C)(=O)=O)cc1	10%	19%	u	3%	-0.6%	i	9%	3%	23%
24	Cc1ccc(N2CC(C(=O)N3CCC(C(=O)NC(C)(C)C)CC3)CC2=O)cc1 (stereo not drawn)	-21%	0%	-9%	-7%	0.0%	i	-14%	2%	-5%
25	O=C1c2cccc3cccc(c23)C(=O)N1CCN1CCN(CC(O)COc2ccc3ccccc3c2)CC1 (stereo not drawn)	4%	0%	u	u	-0.5%	u	-2%	-14%	20%
26	CC(=O)c1sc(C(C)(C)C)cc1NC(=O)c1ccccc1C(=O)O	-5%	0%	-13%	4%	-0.2%	i	3%	4%	-11%
27	CC(C)CN(C(=O)COC(=O)c1cnc(Cl)c(Cl)c1)c1c(N)n(Cc2ccccc2)c(=O)[nH]c1=O	-27%	13%	u	3%	-0.4%	i	19%	-6%	-4%
28	CCOC(=O)c1[nH]cnc1C(=O)NC1CCN(C(=O)OC(C)(C)C)CC1	1%	u	-1%	10%	-0.9%	i	17%	2%	-9%
29	O/N=C/c1ccc(-c2cc(Cl)ccc2Cl)o1	46%	17%	-3%	-8%	-0.2%	u	10%	0%	-20%
30	Cc1cc(C)cc(OCC(=O)N(Cc2cccs2)C2CCS(=O)(=O)C2)c1 (stereo not drawn)	-8%	2%	1%	0%	-0.5%	i	-3%	-7%	9%
31	CCN(C(=O)COC(=O)c1cccc2ccccc12)c1c(N)n(Cc2ccccc2)c(=O)[nH]c1=O	-9%	-17%	16%	-10%	2.7%	i	-14%	3%	-7%
32	COC(=O)C(Cc1ccc(O)cc1)N1Cc2ccccc2C1=O (stereo not drawn)	0%	0%	5%	39%[activator]	-0.5%	i	3%	-10%	u
33	Cc1ccc(-n2c(Cn3c(C)nc4ccccc43)n[nH]c2=S)cc1	21%	2%	-1%	x	-1.0%	x	3%[57.1 µM]	12%	-2%
34	CCN(CC)c1cc2c(cc1F)c(=O)c(S(=O)(=O)c1ccccc1)cn2Cc1ccccc1	-3%	-5%	x	x	0.3%	x	x	4%	u
35	COC(=O)c1ccccc1NC(=O)c1ccc(-c2ccccc2F)o1	-24%	-11%	-12%	9%	6.6%	i	-1%	1%	u
36	CC1(C(=O)NS(=O)(=O)C2CC2)CCCN(C(=O)CSc2ccccc2)C1 (stereo not drawn)	2%	7%	x	1%	-1.4%	i	31%[activator]	x	x
37	CCN(C(=O)COC(=O)c1cccnc1SC)C1CCCCC1	5%	11%	-2%	-3%	0.0%	i	-11%	-9%	-7%
38	CN(C(=O)COc1ccc(-c2nnco2)cc1)C1CCS(=O)(=O)C1 (stereo not drawn)	2%	10%	1%	2%	0.3%	i	-7%	12%	20%
39	CNC(=O)c1nn(-c2ccccc2)ccc1=O	0%	4%	-2%	-14%	0.1%	i	-9%	-1%	8%
40	O=C(COc1ccccc1)NNc1c2ccccc2nc2ccccc12	-40%	u	22%	u	-0.9%	u	-2%	u	x
41	CC(=O)c1ccc(NC(=O)CCOc2ccccc2)cc1	3%	15%	x	40%[activator]	3.5%	i	x	8%	u
42	CCOc1ccc(C(C(=O)NCC2CCCO2)N(Cc2cccs2)C(=O)c2snc(C(N)=O)c2N)cc1 (stereo not drawn)	-3%	-2%	9%	5%	-0.7%	i	1%	-13%	-19%
43	CCc1cccc(C)c1NC(=O)c1cn2c3c(ccc(Cl)c3c1=O)OC(C)C2 (stereo not drawn)	-14%	6%	x	2%	0.0%	i	x	u	u
44	CCOC(=O)[C@@H]1[C@H]2COc3cc(OC)ccc3[C@H]2N2C(=O)N(c3cccc(Cl)c3)C(=O)[C@@]12C	-5%	-10%	1%	3%	4.3%	i	5%	-3%	-25%
45	CC(=O)NCN1CCN(CNC(C)=O)CC1	11%	-4%	-2%	2%	-0.7%	i	6%	3%	17%
46	Cc1nc(C)c(C(=O)Nc2cccc(C)c2C)s1	5%	0%	0%	23%	2.8%	i	15%	2%	7%
47	O=S(=O)(c1ccccc1)c1nc(-c2ccc(F)cc2)oc1NCC1CCCO1 (stereo not drawn)	-1%	u	4%	-4%	-1.0%	u	-2%	-5%	-13%
48	Cc1cccc(C2=NN(c3ccc(Br)cc3)[C@@H](C(=O)N3CCOC3=O)[C@@H]2c2ccccc2)c1	-58%	u	1.5µM*	-3%	1.2%	x	-5%	-2%	-9%
49	CN(C1CCCC1)C1CCN(C(=O)CNC(=O)/C=C/c2ccccc2)CC1	1%	2%	15%	1%	-0.8%	i	-3%	4%	5%
50	Cc1oc2c(c(=O)c1C)C(=O)CC(c1ccccc1)C2 (stereo not drawn)	2%	14%	9%	-6%	-0.1%	i	-2%	-1%	x
51	Cc1c(NC(=O)c2cccc(S(=O)(=O)N3CCOCC3)c2)c(=O)n(-c2ccccc2)n1C	-2%	4%	19%	3%	-0.8%	i	11%	-4%	13%
52	O=C(CN1CCN(CC(=O)Nc2ccccc2Cl)CC1)NCC1(N2CCCCC2)CCCCC1	-11%	-1%	-2%	x	-0.4%	u	-1%	0%	6%
53	COc1ccc(OC)c(N2C(=O)[C@@H]3C(c4ccccc4Cl)=NO[C@@H]3C2=O)c1	8%	-4%	-5%	1%	2.4%	i	-1%	2%	3%
54	Cc1cccc(C)c1NC(=O)C1=C(O)c2sccc2N(C)S1(=O)=O	-23%	0%	0%	2%	0.0%	i	16%	-12%	u
55	COc1cccc(C2=NOC(C(=O)N3CCOCC3)C2)c1 (stereo not drawn)	1%	2%	2%	-17%	-0.1%	i	0%	10%	x

Four entries from above, as labelled records.
#53 COc1ccc(OC)c(N2C(=O)[C@@H]3C(c4ccccc4Cl)=NO[C@@H]3C2=O)c1
  HepG2 viability: 8%
  TGFb SMAD3 inh: -4%
  MCF10A rerep: -5%
  ATXN2 expr inh: 1%
  Nrf2 activator: 2.4%
  ATXN viability: i
  EPAC2 antagonist: -1%
  A549 viability: 2%
  Nrf2 inh: 3%

#45 CC(=O)NCN1CCN(CNC(C)=O)CC1
  HepG2 viability: 11%
  TGFb SMAD3 inh: -4%
  MCF10A rerep: -2%
  ATXN2 expr inh: 2%
  Nrf2 activator: -0.7%
  ATXN viability: i
  EPAC2 antagonist: 6%
  A549 viability: 3%
  Nrf2 inh: 17%

#46 Cc1nc(C)c(C(=O)Nc2cccc(C)c2C)s1
  HepG2 viability: 5%
  TGFb SMAD3 inh: 0%
  MCF10A rerep: 0%
  ATXN2 expr inh: 23%
  Nrf2 activator: 2.8%
  ATXN viability: i
  EPAC2 antagonist: 15%
  A549 viability: 2%
  Nrf2 inh: 7%

#47 O=S(=O)(c1ccccc1)c1nc(-c2ccc(F)cc2)oc1NCC1CCCO1 (stereo not drawn)
  HepG2 viability: -1%
  TGFb SMAD3 inh: u
  MCF10A rerep: 4%
  ATXN2 expr inh: -4%
  Nrf2 activator: -1.0%
  ATXN viability: u
  EPAC2 antagonist: -2%
  A549 viability: -5%
  Nrf2 inh: -13%
